HCMV antiviral = human cytomegalovirus inhibition; HFF cells, HCMV-luciferase reporter, 72 h; stronger effect = lower value; activity change, negative = inhibition, % at 57.5 µM; actives 4.5% (n = 410,000); in the data active = activity change below about -60%; inconclusive = no clear call, values can overlap the other calls; inactive = above about -39%
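Two-dose cell screen: HFF monolayers treated with compounds and infected with luciferase-expressing HCMV at 1 PFU/cell, 72 h at 37C, then lysed for luciferase measurement.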
FBPA Giardia inh = inhibitors of Giardia lamblia fructose-1,6-bisphosphate aldolase; A8B2U2; actives 0.71% (n = 290,000); AID 2451; Potency, µM (titrated, usually from 59.6 µM), without a hit: top-dose activity, negative = inhibition, actives largely listed as inhibitors; purified Giardia FBPA; note: potency is the fitted concentration of half-maximal effect; nearly all actives have a fitted effect of over 55% in size
Target sequence (A8B2U2 whole entry, looked up): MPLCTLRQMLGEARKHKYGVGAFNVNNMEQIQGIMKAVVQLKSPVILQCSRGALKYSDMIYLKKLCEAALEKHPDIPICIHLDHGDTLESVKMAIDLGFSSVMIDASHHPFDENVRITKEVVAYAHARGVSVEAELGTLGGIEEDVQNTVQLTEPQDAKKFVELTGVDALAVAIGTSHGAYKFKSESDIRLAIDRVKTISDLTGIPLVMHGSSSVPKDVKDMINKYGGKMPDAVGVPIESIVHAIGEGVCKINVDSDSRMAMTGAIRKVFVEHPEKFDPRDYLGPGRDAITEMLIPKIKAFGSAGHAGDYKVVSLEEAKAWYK
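40 nM FBPA preincubated 10 min at RT with compound (up to 57.5 uM final), then substrate plus GAPDH/TPI/NAD/arsenate coupling and diaphorase/resazurin added. Fluorescence read after 20 min at RT, 525/598 nm.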
AmpC inh no detg = inhibitors of E. coli AmpC beta-lactamase without detergent; AmpC nitrocefin hydrolysis, absorbance 480 nm, 0.0001% Triton; actives 0.52% (n = 330,000); P00811; Potency, µM (doses to about 57.1 µM), for the others: at the top dose activity change, negative = inhibition, actives largely listed as inhibitors;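 note: potency is the fitted concentration of half-maximal effect; plate controls were no compound for no effect and no enzyme for full effect; nearly all actives have a fitted effect of over 20% in size; some results filed as inactive show a strong effect at the top dose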
Target sequence (P00811 whole entry, looked up): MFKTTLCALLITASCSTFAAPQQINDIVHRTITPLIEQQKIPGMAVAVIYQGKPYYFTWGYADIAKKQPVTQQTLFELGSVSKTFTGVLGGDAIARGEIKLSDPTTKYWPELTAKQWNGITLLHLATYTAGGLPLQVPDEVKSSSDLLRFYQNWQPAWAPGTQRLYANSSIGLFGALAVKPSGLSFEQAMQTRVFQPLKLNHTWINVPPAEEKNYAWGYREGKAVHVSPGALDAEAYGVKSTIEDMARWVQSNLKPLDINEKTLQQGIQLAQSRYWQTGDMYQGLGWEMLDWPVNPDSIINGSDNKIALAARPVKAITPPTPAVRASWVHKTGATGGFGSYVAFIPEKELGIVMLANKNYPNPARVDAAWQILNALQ
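AmpC (5.3 nM in the dispensed reagent) in 20 mM phosphate pH 7.0 with 0.01% (detergent screen) or 0.0001% Triton X-100 was preincubated with compounds for 15 min at room temperature. Nitrocefin was then added from an 800 uM solution, and hydrolysis was followed at 480 nm.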
Sm TGR inh = S. mansoni TGR enzyme inhibition; Potency, µM (highest dose often 114 µM), for the others: top-dose activity change, negative = inhibition, most hits filed as inhibitors; AID 485364; purified TGR, DTNB reduction, TNB absorbance 405 nm; Q962Y6; actives 3% (n = 360,000); note: potency is the fitted concentration of half-maximal effect; nearly all actives have a fitted effect of over 60% in size
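TGR 20 nM + NADPH 100 uM (dispensed conc.), cpd preinc 15 min RT; start with NADPH (500 uM addition) then DTNB (15 mM addition). Kinetic TNB absorbance, 405 nm filter. Four-parameter Hill fit across titration.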
AmpC detergent = inhibitors of E. coli AmpC beta-lactamase with detergent; actives 0.041% (n = 370,000); AID 485294; AmpC hydrolysis of nitrocefin, absorbance 480 nm, 0.01% Triton; Potency, µM (series often up to 114 µM), for inactives: top-dose activity change, negative = inhibition, hits mostly inhibitors; P00811;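 note: potency is the fitted concentration of half-maximal effect; 0% = no-compound wells and -100% = no-enzyme wells; nearly all actives have a fitted effect of over 25% in size; some results filed as inactive show a strong effect at the top dose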
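AmpC (5.3 nM in the dispensed reagent) in 20 mM phosphate pH 7.0 with 0.01% (detergent screen) or 0.0001% Triton X-100 was preincubated with compounds for 15 min at room temperature. Nitrocefin was then added from an 800 uM solution, and hydrolysis was followed at 480 nm.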
HCV inhibitor = inhibitors of hepatitis C virus infection; Huh7.5.1 HCVcc-Cre infection, luciferase reporter, 44 h; Potency, µM (titrated, usually from 41.8 µM), for inactives: at the top dose activity change, negative = inhibition, usual class: inhibitors; actives 3.4% (n = 340,000); AID 651820; note: potency is the fitted concentration of half-maximal effect
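Cells (1,000/well) were plated 4 h before compound, then infected with HCVcc-Cre virus (~0.5 moi). After 44 h further culture, infection was read as luciferase luminescence following a 15 min substrate incubation at room temperature.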
The depositor's hits bear a star; ? = inconclusive; nt = not tested or not shown; & = joins results of further samples; [ ] = another dose, or the depositor's remark. Unless noted, calls come from the whole dose curve; as a rule, active = well fitted curve in the direction sought with a large enough effect; inconclusive = small, poorly fitted or top-dose-only effect, or another doubt; inactive = no such curve, though single readings can be large; an effect the other way counts as inactive or inconclusive. Unless noted, % is set by controls: 0 for no effect and ±100 for the full control effect. Compounds were not picked by outcome; overall some 9.9% were active at least once.

SMILES	HCMV antiviral	FBPA Giardia inh	AmpC inh no detg	Sm TGR inh	AmpC detergent	HCV inhibitor
CC(C)CNC(=O)NC(=O)COc1c(F)c(F)cc(F)c1F	-8	3%	-20%	3%	-1%	15%
Cc1ccc2cc3c(N)c4c(C)ccc(C)c4nc3nc2c1	-10	2%	-27%	54%[activator]	-9%	-23%
CC(C)NC(=S)NN=C1c2ccccc2-c2ccccc21	-8	2%	-41%	-17%	-1%	?
O=C(CN1C(=O)CSCC1=O)Nc1ccc2c(c1)OCO2	18	1%	-14%	1%	-11%	9%
Cc1nnc(NC(=O)CCC(=O)NCc2cccs2)s1	62	5%	-10%	10%	-4%	11%
Cc1cc(N/N=C/c2ccc(O)cc2O)nc(-n2nc(C)cc2C)n1	?	2%	-53%	-13%	?	?
Cc1ccc(-n2c(C)cc(C(=O)C(=O)Nc3ccccc3)c2C)c(C)c1	?	nt	nt	-3%	27%	nt
Cc1cc(N2CCOCC2)nc(-c2ccc(Br)cc2)n1	41	-3%	4%	-1%	?	10µM*
COc1ccc(C(=O)NNC(=O)C(=O)NCc2ccccc2)cc1	-7	-1%	-11%	nt	-8%	24%
CCCc1nnc(NC(=O)Cc2coc3c(C)c(C)ccc23)s1	8	nt	nt	-1%	6%	nt
COc1ccc2cc(CN(C(=O)Nc3ccccc3)C3CCCC3)c(=O)[nH]c2c1	-5	-15%	-11%	-6%	-15%	?
COc1ccc(C(=O)N2CCN(c3ccccc3)CC2)cc1S(=O)(=O)N1CCCC1	-18	nt	-2%	-20%	3%	?
COc1ccc(NC(=O)c2oc3c(c2C)-c2nn(Cc4c(F)cccc4Cl)cc2CC3)c(OC)c1	29	nt	nt	3%	24%	nt
O=C(c1noc2c1CCCCC2)N1CCN(c2cccc(Cl)c2)CC1	?	nt	nt	2%	19%	nt
COc1ccc(-c2sc3cc(OC)c(OC)cc3c2C#CCCO)cc1	-18	nt	120%[activator]	-20%	8%	?
CCOC(=O)C1CCCN(C(=O)Cn2cnc3c2c(=O)n(C)c(=O)n3C)C1 (configuration not stated)	-11	1%	-9%	16%	-17%	20%
O=[N+]([O-])c1cc(-c2n[nH]c(-c3ccccc3)n2)cc([N+](=O)[O-])c1	33	1%	-21%	2%	6%	?
CCCCNc1ccccc1C(=O)OCC(=O)Nc1ccc(S(N)(=O)=O)cc1	-6	-3%	-46%	-6%	-3%	?
CCN(CC)S(=O)(=O)c1ccc(NC(=O)Cn2c(=O)oc3ccccc32)cc1	-4	6%	0%	0%	-14%	10%
FC(F)(F)c1ccccc1/C=N/n1c(COc2ccccc2)n[nH]c1=S	-2	12%	-39%	-11%	-1%	1%
COc1ccc(-c2cc(C(=O)Nc3sc4c(c3C#N)CCCC4)c3ccccc3n2)cc1	-32	5%	-28%	-10%	-19%	?
Cc1cccc(-c2noc(-c3ccc(N4CCCC4)c([N+](=O)[O-])c3)n2)c1	-74*	nt	nt	-4%	12%	nt
CCN(CC)c1ccc(/C=N/Nc2nc(C)cc(=O)[nH]2)c(O)c1	-98*	-21%	4%	4%	?	4µM*
CCCc1nc2sc3c(=O)n(N)cnc3c2c2c1COC(C)(C)C2	nt	4%	-26%	-5%	?	7%
O=C(Oc1cccc(C(=S)N2CCOCC2)c1)c1ccc([N+](=O)[O-])cc1[N+](=O)[O-]	-8	-26%	-29%	-13%	-10%	13%
Cc1cc(NC(=O)Cc2cccs2)nn1CC(=O)NCc1ccco1	112	1%	-19%	?	-9%	9%
CCOc1ccc(S(=O)(=O)N2CCC(C(=O)NCc3ccncc3)CC2)cc1C	-20	18%	55%	-11%	-2%	24%
CN(C(=O)c1cc2c(s1)-c1ccccc1S(=O)(=O)C2)c1ccccc1F	0	7%	-19%	1%	8%	-10%
Cc1ccc(-c2nnc(N3CCOCC3)c3ccccc23)cc1S(=O)(=O)NCc1cccnc1	-33	6%	85%[activator]	10%	-11%	-6%
O=C1CN=C(c2ccccc2)c2cc(Cl)ccc2N1Cc1ccc(Cl)cc1	?	nt	nt	-4%	0%	nt
CN(C(=O)COC(=O)CCC(=O)c1ccccc1)c1c(N)n(Cc2ccccc2)c(=O)[nH]c1=O	-13	nt	48%	?	11%	12%
Cc1cc(C)n2ncc(S(=O)(=O)c3ccccc3)c2n1	-26	8%	-20%	0%	1%	-7%
CCCCN(C)C(=O)CS(=O)(=O)Cc1nc(-c2cccc(OC)c2)oc1C	-33	9%	11µM*	22µM*	?	-23%&-16%
COc1cc(OC)cc(-c2cc3nc(C)c(CCC(=O)NC(C)CCc4ccco4)c(C)n3n2)c1 (configuration not stated)	14	-8%	183%[activator]	-1%	-10%	?
COc1ccc(OC)c(C2N(c3ccccn3)C(=O)C3CCCN32)c1 (configuration not stated)	2	0%	-2%	1%	2%	0%
Cc1ccc(Cn2c(=O)n(CCCCC(=O)NCc3ccc4c(c3)OCO4)c(=O)c3ccccc32)cc1	1	nt	nt	1%	-3%	nt
Cc1ccc(NS(=O)(=O)c2cccc(C(=O)N3CCCCC3)c2)cc1	-20	nt	-20%	nt	nt	6%
COc1ccc(NC(=O)C2CCCN(S(=O)(=O)c3ccc(Br)s3)C2)cc1 (configuration not stated)	-5	nt	nt	1%	4%	nt
CN(Cc1ccccc1)C(=O)c1cccc(NC(=O)c2nsc3ccccc23)c1	0	nt	nt	6%	20%	nt
C/C(CC(=O)Nc1ccccc1Br)=N\NC(=O)C(=O)N1CCCC1	1	11%	41%	1%	-3%	-17%
COc1ccnc(Oc2ccccc2)c1C(=O)N/C=N/OCc1ccc(F)cc1Cl	-28	4%	147%[activator]	3%	-15%	-9%
Cc1onc(-c2ccccc2Cl)c1C(=O)NC(=S)Nc1ccc(C(C)C)cc1	2	-12%	-3%	7%	-11%	?
COc1ccc(OC)c(-c2csc(NC(=O)CSc3ccc(Br)cc3)n2)c1	-15	2%	?	-7%	0%	?
COc1cc2c(cc1OC)/C(=C/C(=O)N1CCOCC1)NC(C)(C)C2	28	?	30%	13%	-2%	5%
C=CCn1c(SCCCC)nc(O)cc1=O	-6&47	17%&1%	-14%&-33%	9%&1%	-11%&-8%	2%&-7%
O=C(NCc1ccc(Cl)cc1)C1=Cc2cc(Cl)ccc2OC1	2	-5%	-32%	2%	-7%	4%
CC(OC(=O)c1cccc(S(=O)(=O)N(C)C)c1)C(=O)NCc1ccc2c(c1)OCO2 (configuration not stated)	-18	nt	-5%	-12%	0%	14%
Cc1ccc(S(=O)(=O)N2CCN(C(=O)CN3CCOCC3)C2C(C)C)cc1 (configuration not stated)	2	4%	-3%	?	-8%	2%&6%
CSc1ccccc1C(=O)Nc1cccc([N+](=O)[O-])c1C	?	-1%	-19%	-2%	?	6%
CN(CC(=O)N1CCc2ccccc21)S(=O)(=O)c1ccc(Cl)cc1	8	-7%	-9%	-1%	?	2%

New compounds follow.
SMILES	HCMV antiviral	FBPA Giardia inh	AmpC inh no detg	Sm TGR inh	AmpC detergent	HCV inhibitor
Cc1ccc(NC(=O)O/N=C/c2ccc(N(C)C)cc2)cc1	10	-8%	-30%	2%	-11%	-15%
Brc1ccc(-c2nc(-c3ccncc3)no2)o1	31	7%	-8%	5%	-1%	4%
CN=Cc1cc(-c2ccccc2)sc1O	34	2%	-9%	-15%	4%	?
CCCS(=O)(=O)N1CCc2ccc(NC(=O)c3ccccc3Cl)cc2C1	44	-6%	-24%	-2%	?	-25%
Cc1ccc(NC(=O)N2CCCC2C(=O)Nc2ccc3c(c2)OCO3)cc1 (configuration not stated)	0	-6%	-17%	-2%	-1%	-4%
C/C(=N/OC(=O)c1ccccc1Br)c1ccc(C)cc1	-5	0%	-25%	0%	-3%	-4%
CC(C)[C@H](NS(=O)(=O)c1cccc(C(F)(F)F)c1)C(=O)OCC(=O)NC(=O)NCc1ccco1	5	nt	-11%	nt	nt	11µM*

Reprinted at random: two entries already listed
SMILES	HCMV antiviral	FBPA Giardia inh	AmpC inh no detg	Sm TGR inh	AmpC detergent	HCV inhibitor
O=C(c1noc2c1CCCCC2)N1CCN(c2cccc(Cl)c2)CC1	?	nt	nt	2%	19%	nt
CCOC(=O)C1CCCN(C(=O)Cn2cnc3c2c(=O)n(C)c(=O)n3C)C1 (configuration not stated)	-11	1%	-9%	16%	-17%	20%

Molecules shown so far with an aryl methoxy group (13):
SMILES	HCMV antiviral	FBPA Giardia inh	AmpC inh no detg	Sm TGR inh	AmpC detergent	HCV inhibitor
COc1ccc(C(=O)NNC(=O)C(=O)NCc2ccccc2)cc1	-7	-1%	-11%	nt	-8%	24%
COc1ccc2cc(CN(C(=O)Nc3ccccc3)C3CCCC3)c(=O)[nH]c2c1	-5	-15%	-11%	-6%	-15%	?
COc1ccc(C(=O)N2CCN(c3ccccc3)CC2)cc1S(=O)(=O)N1CCCC1	-18	nt	-2%	-20%	3%	?
COc1ccc(NC(=O)c2oc3c(c2C)-c2nn(Cc4c(F)cccc4Cl)cc2CC3)c(OC)c1	29	nt	nt	3%	24%	nt
COc1ccc(-c2sc3cc(OC)c(OC)cc3c2C#CCCO)cc1	-18	nt	120%[activator]	-20%	8%	?
COc1ccc(-c2cc(C(=O)Nc3sc4c(c3C#N)CCCC4)c3ccccc3n2)cc1	-32	5%	-28%	-10%	-19%	?
CCCCN(C)C(=O)CS(=O)(=O)Cc1nc(-c2cccc(OC)c2)oc1C	-33	9%	11µM*	22µM*	?	-23%&-16%
COc1cc(OC)cc(-c2cc3nc(C)c(CCC(=O)NC(C)CCc4ccco4)c(C)n3n2)c1 (configuration not stated)	14	-8%	183%[activator]	-1%	-10%	?
COc1ccc(OC)c(C2N(c3ccccn3)C(=O)C3CCCN32)c1 (configuration not stated)	2	0%	-2%	1%	2%	0%
COc1ccc(NC(=O)C2CCCN(S(=O)(=O)c3ccc(Br)s3)C2)cc1 (configuration not stated)	-5	nt	nt	1%	4%	nt
COc1ccnc(Oc2ccccc2)c1C(=O)N/C=N/OCc1ccc(F)cc1Cl	-28	4%	147%[activator]	3%	-15%	-9%
COc1ccc(OC)c(-c2csc(NC(=O)CSc3ccc(Br)cc3)n2)c1	-15	2%	?	-7%	0%	?
COc1cc2c(cc1OC)/C(=C/C(=O)N1CCOCC1)NC(C)(C)C2	28	?	30%	13%	-2%	5%
